# M1 antag = antagonists of human M1 muscarinic receptor; CHO-K1 hM1, Fluo-8 calcium fluorescence, ACh EC80 antagonist; AID 588852; P11229; 360,000 tested, 1.3% active; inhibition, % at 3 µM;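 active = percent inhibition above its own plate's cutoff, namely the mean of that plate's compound wells plus 3 SD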;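 also: peak over basal fluorescence ratio during 140 s after agonist addition; 0% = ACh EC80 plus DMSO and 100% = DMSO alone without agonist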
# Target sequence (P11229 whole entry, looked up): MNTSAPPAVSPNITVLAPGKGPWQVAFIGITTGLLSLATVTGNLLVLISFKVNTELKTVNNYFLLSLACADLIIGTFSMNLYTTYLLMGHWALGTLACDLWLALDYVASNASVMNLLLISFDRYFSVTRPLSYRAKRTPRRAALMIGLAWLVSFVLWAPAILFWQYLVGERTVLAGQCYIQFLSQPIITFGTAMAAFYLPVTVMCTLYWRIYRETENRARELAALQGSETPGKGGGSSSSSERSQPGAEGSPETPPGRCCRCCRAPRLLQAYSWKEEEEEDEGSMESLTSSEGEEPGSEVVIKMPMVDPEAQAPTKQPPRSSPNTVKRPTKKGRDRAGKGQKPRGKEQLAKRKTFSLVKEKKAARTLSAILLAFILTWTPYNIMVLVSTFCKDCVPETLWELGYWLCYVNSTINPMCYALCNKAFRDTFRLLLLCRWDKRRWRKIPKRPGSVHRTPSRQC
# CHO parental Ca = signal in parental CHO cells, OX1R antagonist counter-screen | inhibition, % at 5.6 µM | parental CHO-K1, ATP-induced calcium, Fluo-8 fluorescence | AID 463079 | 330,000 tested, 0.63% active;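 active = inhibition above that plate's mean sample inhibition plus 3 SD, cut at about 26% in these data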;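 also: 0% = ATP-challenged DMSO wells and 100% = DMSO wells without ATP; some compounds past the cut are filed as inactive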
#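 Assay system: untransfected parental CHO cell line. Also added: ATP agonist challenge. Dosing: one dose, 5.6 µM nominal. Measured by: Fluo-8 fluorescence. Read-out: % inhibition. Benchmarks: ATP wells versus no-ATP DMSO wells. Repeats: no replicates.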
# M1 ag parental = counter-screen for M1 agonists: effect in parental CHO-K1 cells | Fluo-8 calcium fluorescence; scaled to maximal ATP response, vehicle zero | activation, % at 3 µM | 360,000 tested, 0.48% active; in the data active = activation above about 15%;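 also: untransfected CHO-K1 host cells lacking M1 receptor as counterscreen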
# CHO-K1 Ca PAM = counter-screen for M1 PAMs: effect in parental CHO-K1 cells; ATP EC20, Fluo-8 calcium fluorescence; 0% at ATP EC20, 100% at ATP max; activation, % at 3 µM; 360,000 tested, 0.02% active; AID 602247;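 active = activation above the run cutoff, the mean activation of all test compounds plus 3 SD, cut at about 40% in these data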;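 also: peak over basal fluorescence ratio in a 140 s read after ATP addition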
# CHO-K1 Ca antag = counter-screen for M1 antagonists: effect in parental CHO-K1 cells. AID 602250. inhibition, % at 3 µM. ATP-induced calcium, Fluo-8 fluorescence. 360,000 tested, 0.6% active;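 active = inhibition above a per-plate cutoff, the plate's mean sample inhibition plus 3 SD, cut at about 24% in these data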;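 also: 0% = DMSO plus EC80 ATP and 100% = DMSO alone without ATP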
# CHRM1 PAM = positive allosteric modulators of human M1 muscarinic receptor | P11229 | CHO-K1 hM1, Fluo-8 calcium fluorescence, ACh EC20; 0% = ACh EC20, 100% = maximal ACh | activation, % at 3 µM | 360,000 tested, 0.088% active | AID 588819; in the data active = activation above about 19%, passing the limit was not always enough
# TAAR1 ag = agonists of human TAAR1; Q96RJ0; 360,000 tested, 0.99% active; CHO RD-HGA16 TAAR1, Fluo-8 calcium fluorescence; vehicle wells 0%, saturating PEA agonist 100%; activation, % at 3 µM;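 active = activation above the mean activation of all test compounds in the run plus 3 SD, cut at about 38% in these data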
# Target sequence (Q96RJ0 whole entry, looked up): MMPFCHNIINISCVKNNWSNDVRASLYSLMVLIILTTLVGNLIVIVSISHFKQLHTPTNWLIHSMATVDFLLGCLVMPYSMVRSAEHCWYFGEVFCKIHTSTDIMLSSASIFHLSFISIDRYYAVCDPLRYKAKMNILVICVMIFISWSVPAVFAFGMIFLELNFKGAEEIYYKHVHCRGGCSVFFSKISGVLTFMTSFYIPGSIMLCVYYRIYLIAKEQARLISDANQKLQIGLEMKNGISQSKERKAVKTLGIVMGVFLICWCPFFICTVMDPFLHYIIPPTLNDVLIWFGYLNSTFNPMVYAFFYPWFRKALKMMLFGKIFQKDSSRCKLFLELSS
#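 Benchmarks: low control DMSO, high control PEA (EC100); System: CHO RD-HGA16 cells carrying human TAAR1 plus Gα16; Detection: Fluo-8 fluorescence, 5 s baseline then 140 s kinetic read; Schedule: 17-24 h plating, Fluo-8 75 min 37 °C, 30 min RT; Read-out basis: % activation from peak over basal fluorescence ratio, DMSO-to-PEA scaled.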
# TAAR1 antagonist = human TAAR1 antagonism | Q96RJ0 | CHO RD-HGA16 TAAR1, Fluo-8 calcium fluorescence, antagonist | inhibition, % at 3 µM | 360,000 tested, 1.5% active;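 active = inhibition above a per-plate cutoff, the mean inhibition of test compounds on that plate plus 3 SD, cut at about 49% in these data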;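 also: 0% = DMSO plus EC80 beta-PEA response and 100% = DMSO alone without agonist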
#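 Material: CHO RD-HGA16 cells bearing hTAAR1; compound dosing: one-point dosing, 3 µM nominal final; schedule: dye loading 75 min at 37 °C, then 30 min room temperature; measured by: calcium fluorescence with Fluo-8; control set: vehicle and agonist controls; replication: n of 1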
# CHRM1 agonist = activates human CHRM1 receptor. P11229. CHO-K1 hM1, Fluo-8 calcium fluorescence, agonist mode; 0% DMSO, 100% acetylcholine EC100. activation, % at 3 µM. 360,000 tested, 0.33% active;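 active = activation above the run's mean compound activation plus 3 SD, cut at about 16% in these data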;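 also: peak over basal fluorescence ratio within a 140 s kinetic read after compound addition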
# Active calls of the source: *; nt = no result given; & = joins results of further samples; ! = not active in a repeat.
SMILES,M1 antag,CHO parental Ca,M1 ag parental,CHO-K1 Ca PAM,CHO-K1 Ca antag,CHRM1 PAM,TAAR1 ag,TAAR1 antagonist,CHRM1 agonist
CCOc1ccc(C2C(C#N)=C(N)N(N(C)C)C3=C2C(=O)CCC3)cc1 (stereo unspecified),-5,-10,2.7,4,-9,1,2,0,-4
COC(=O)c1ccc(C)c(NC(=O)CCc2ccc(OC)c(OC)c2)c1,-6,-9,1.1,29,-9,12,2,-6,-5
COCCNC(=O)Cc1c(C)c2c(cc(C)c3c(C(C)(C)C)coc32)oc1=O,-16,-21,2.0,-2,-8,13,10,-14,-6
CCCCN1C(=O)NC(c2ccc(OC)cc2)C(C(=O)OCc2ccccc2)=C1C (stereo unspecified),-2,-15,-0.6,28,-15,7,9,22,-1
CS(=O)(=O)N(CC(=O)Nc1cccc(Cl)c1)c1ccccc1Cl,-1,2,0.3,15,-8,1,8,-3,-4
N#Cc1cc2nc(O)c(O)nc2cc1[N+](=O)[O-],-15,1,0.1,11,-2,0,-1,4,-3
CC(c1ccccc1)N(C)CC(=O)NC(=O)NCCC1=CCCCC1 (stereo unspecified),7,-23,2.5,-1,-13,-6,8,12,-7
COc1cc(/C=C/C(=O)N2c3ccccc3Sc3ccc(C(F)(F)F)cc32)cc(OC)c1OC,-6,-40,0.7,15,-1,10,23,-20,-9
Cc1ccc(NC(=O)CCNS(=O)(=O)c2cccs2)cc1F,16,3,0.3,5,12,-9,11,12,-4
O=Cc1ccc(-c2ccc(F)cc2)o1,-3,2,-0.4,14,-9,7,4,-3,-2
CCOc1ccc(N2CC(C(=O)NCCN3C(=O)S/C(=C/c4cccnc4)C3=O)CC2=O)cc1 (stereo unspecified),5,nt,0.5,5,-6,-3,0,-13,-8
O=C(C1CC1)N1CCN(C(c2ccccc2)c2ccccc2)CC1,-9,-8,-0.4,1,-14,1,7,-9,-11
COc1ccc(NC(=O)Cn2nnc(C(=O)NCc3cccs3)c2N)cc1Cl,-8,8,2.4,7,-16,10,1,-16,-2
COc1cccc(-c2cc(C(F)(F)F)nc(N3CCCCC3)n2)c1,0,-5,0.5,8,0,1,9,-19,-1
COc1ccc(-c2cc(C(=O)Nc3cc(OC)cc(C(=O)Nc4cccc(C(F)(F)F)c4)c3)[nH]n2)cc1,41*!,32*,0.7&1.8,1&-1,4&-8,-11&-21,10&14,55*,1&1
COc1ccc(/C=C(/NC(=O)c2ccccc2)C(=O)N2CCCCC2)cc1,-14,-15,1.0,10,-10,15,4,-1,0
CCOc1cc(C)c(Cl)cc1S(=O)(=O)N(CC)CC,-23,-17,-0.4,16,-10,5,4,-5,-7
CC1CCN(CCCNC(=O)c2cn(C)c3ccc(S(=O)(=O)N4CCCC4)cc3c2=O)CC1,0,1,-0.3,2,-8,-1,4,-7,-6
O=C(CSC1=NCCS1)Nc1ccc(F)cc1,-4,-13,2.9,19,-6,5,11,0,-4
Cc1cc2c(cc1C)NC1(C[C@H]3CCC(=O)N4CC[C@@H](C1)[C@@H]34)C(=NC(C)(C)CC(C)(C)C)N2 (stereo partly specified),-1,nt,-0.3,8,-11,-2,5,-2,-7
O=C1NCN(C2CCCCC2)CN1,-4,nt,0.3,2,1,9,3,-7,-1
COc1ccccc1C(=O)NNC(=O)c1cccc([N+](=O)[O-])c1,2,1,-0.3,-5,6,2,0,-11,-6
O=C1c2cccnc2C(=O)N1Cc1ccc(S(=O)(=O)N2CCOc3ccc(Cl)cc32)cc1,-3,5,2.6,12,0,6,nt,nt,0
CCNc1ccccc1C(=O)O,4,-7,-0.3,-13,4,-7,4,-10,-2
CCN(CC)C(=O)c1sc(NC(=O)c2cccs2)c(C#N)c1C,8,-14,1.6,13,3,-8,2,8,-6
Cc1ccccc1NC(=O)CCS(=O)(=O)c1cccc2nonc12,-15,-3,0.9,8,-17,7,3,-13,-4
COc1cc(C(=O)NC(C)c2cccc3ccccc23)cc(OC)c1OC (stereo unspecified),-9,-31,1.9,-8,-6,6,5,8,-4
COc1ccc(Oc2nc(SC)nc3ccsc23)cc1,1,-12,-0.2,8,1,0,22,12,-3
CCN(CC)CCNC(=O)c1cc(-c2cccnc2)nc2ccc(S(=O)(=O)N3CCC(C)CC3)cc12,20,-26,-0.8,-12,7,-10,-1,-2,-5
CC(=O)Nc1cc2nc(C)n(Cc3ccc([N+](=O)[O-])cc3)c2nc1C,-12,-6,0.0,9,-7,8,8,-11,-2
Cc1ccc(NC(=O)C(C)c2ccc([N+](=O)[O-])cc2)cc1Cl (stereo unspecified),16,-7,12,9,2,-16,21,44,-6
CCCNC(=O)CCc1c(C)nc2nc(C)nn2c1C,3,5,0.0,-9,13,-4,1,-6,-7
CCOc1ccc(/C(C)=N/NC(=O)C(OC)c2ccccc2)cc1 (stereo unspecified),-10,-12,0.6,1,-18,12,0,-12,0
COc1ccc(/C=C/C(=O)NC(C)CCc2ccccc2)cc1OC (stereo unspecified),-11,-14,0.3,14,-6,12,-2,-3,-11
Cc1ccccc1CC1(CO)CCCN(C(=O)CCCN2CCCCC2=O)C1 (stereo unspecified),15,-5,-0.3,-9,-2,-4,5,-10,0
Cc1ccc(C(C[N+](=O)[O-])n2nc(C)cc2C)cc1 (stereo unspecified),-2,-19,0.7,14,8,6,5,1,0
COC(=O)c1c(NC(=O)CN2CCN(c3ncccn3)CC2)sc(C(N)=O)c1C,1,5,2.5,7,0,2,6,5,-2
Cc1ccc(S(=O)(=O)Nc2ccc(NC(=O)/C=C/C(=O)O)cc2)cc1,2,-3,0.6,11,-8,6,2,2,-3
COc1ccc(NC(=O)CS(=O)CC(=O)Nc2ccc(F)cc2F)cc1 (stereo unspecified),-10,-12,0.1,-5,-11,11,4,-2,-2
CC(C)CN(C(=O)C1=COCCO1)c1c(N)n(Cc2ccccc2)c(=O)[nH]c1=O,-13,nt,1.6,-4,7,7,5,-28,-1

# A draw from above in order of molecular weight, ascending:
SMILES,M1 antag,CHO parental Ca,M1 ag parental,CHO-K1 Ca PAM,CHO-K1 Ca antag,CHRM1 PAM,TAAR1 ag,TAAR1 antagonist,CHRM1 agonist
Cc1ccc(NC(=O)C(C)c2ccc([N+](=O)[O-])cc2)cc1Cl (stereo unspecified),16,-7,12,9,2,-16,21,44,-6
CCOc1ccc(/C(C)=N/NC(=O)C(OC)c2ccccc2)cc1 (stereo unspecified),-10,-12,0.6,1,-18,12,0,-12,0
COC(=O)c1c(NC(=O)CN2CCN(c3ncccn3)CC2)sc(C(N)=O)c1C,1,5,2.5,7,0,2,6,5,-2

# Limited to TAAR1 ag, M1 ag parental and CHRM1 agonist, for some of the entries so far:
Molecule	TAAR1 ag	M1 ag parental	CHRM1 agonist
Cc1ccc(NC(=O)C(C)c2ccc([N+](=O)[O-])cc2)cc1Cl (stereo unspecified)	21	12	-6
O=C1NCN(C2CCCCC2)CN1	3	0.3	-1
CCOc1ccc(N2CC(C(=O)NCCN3C(=O)S/C(=C/c4cccnc4)C3=O)CC2=O)cc1 (stereo unspecified)	0	0.5	-8
COc1cc(C(=O)NC(C)c2cccc3ccccc23)cc(OC)c1OC (stereo unspecified)	5	1.9	-4
COc1ccc(Oc2nc(SC)nc3ccsc23)cc1	22	-0.2	-3
COCCNC(=O)Cc1c(C)c2c(cc(C)c3c(C(C)(C)C)coc32)oc1=O	10	2.0	-6
COc1ccc(/C=C(/NC(=O)c2ccccc2)C(=O)N2CCCCC2)cc1	4	1.0	0

# Further compounds follow.
SMILES,M1 antag,CHO parental Ca,M1 ag parental,CHO-K1 Ca PAM,CHO-K1 Ca antag,CHRM1 PAM,TAAR1 ag,TAAR1 antagonist,CHRM1 agonist
COc1ccc(S(N)(=O)=O)cc1C(=O)OCCCC(=O)c1ccccc1,-4,-6,1.1,14,-14,2,1,-11,-3
CC(C)(CNC(=O)CNC(=O)C1CCCCC1)N1CCOCC1,10,-2,0.3,-16,2,-2,7,8,-1
CC(C)(CO)Nc1ncnc2onc(-c3ccc(F)cc3)c12,-1,4,1.6,-13,-16,-2,1,-3,-3
CN1CCN(C2CN(Cc3ccc([N+](=O)[O-])cc3)S(=O)(=O)C2)CC1 (stereo unspecified),-2,nt,-0.2,-3,1,3,1,-5,-2
CC(=O)N(C(C)=O)c1ncnc2c1c(-c1ccc(Cl)cc1)nn2C(C)(C)C,-3,-12,-0.2,10,-13,7,18,-24,-6
CCCCNC(=O)NC(C(=O)OC)C12CC3CC(CC(C3)C1)C2 (stereo unspecified),-1,-8,0.9,17,-13,4,0,-16,-8
COc1ccc(N(CC(=O)Nc2cc([N+](=O)[O-])ccc2C)S(C)(=O)=O)cc1OC,-2,-3,0.9,13,-17,11,6,-41,2
COc1ccc(-n2nc3cc(C)c(N)c(Br)c3n2)cc1,-1,-17,0.1,14,-6,-1,-1,-6,-3
CC[C@H](C)[C@H](NC(=O)c1ccccc1)C(=O)NC(CC(=O)O)c1ccc(F)cc1 (stereo partly specified),-27,-9,1.1,8,-2,21,2,6,1
COc1ccc(N2C(=O)C3CCCN3C2c2ccc(C)cc2)cc1 (stereo unspecified),-2,-7,-0.1,15,0,7,-1,-14,-4
COc1cc(/C=C(\C#N)C(=O)Nc2cccc3ncccc23)cc(OC)c1OC,3,-19,0.8,-11,15,-5,32,-9,4
COCCN(C(=O)CCC(=O)Nc1nccs1)C(C(=O)NCCC(C)C)c1ccc(OC)cc1 (stereo unspecified),-5,-26,0.6,15,-7,5,-3,-17,-3

# From PubChem
